12-LOX inh: blocks human arachidonate 12S-lipoxygenase | P18054 | purified 12hLO, xylenol orange hydroperoxide absorbance | AID 1671190 | 1.1% of 580,000 active | Potency, µM (doses to about 108 µM), inactives show at the top dose activity change, negative = inhibition, hits mostly inhibitors; further: potency means the concentration at half of the fitted maximal effect; on the % scale 0 is the no-effect control and ±100 the full control effect
Target sequence (P18054 whole entry, looked up): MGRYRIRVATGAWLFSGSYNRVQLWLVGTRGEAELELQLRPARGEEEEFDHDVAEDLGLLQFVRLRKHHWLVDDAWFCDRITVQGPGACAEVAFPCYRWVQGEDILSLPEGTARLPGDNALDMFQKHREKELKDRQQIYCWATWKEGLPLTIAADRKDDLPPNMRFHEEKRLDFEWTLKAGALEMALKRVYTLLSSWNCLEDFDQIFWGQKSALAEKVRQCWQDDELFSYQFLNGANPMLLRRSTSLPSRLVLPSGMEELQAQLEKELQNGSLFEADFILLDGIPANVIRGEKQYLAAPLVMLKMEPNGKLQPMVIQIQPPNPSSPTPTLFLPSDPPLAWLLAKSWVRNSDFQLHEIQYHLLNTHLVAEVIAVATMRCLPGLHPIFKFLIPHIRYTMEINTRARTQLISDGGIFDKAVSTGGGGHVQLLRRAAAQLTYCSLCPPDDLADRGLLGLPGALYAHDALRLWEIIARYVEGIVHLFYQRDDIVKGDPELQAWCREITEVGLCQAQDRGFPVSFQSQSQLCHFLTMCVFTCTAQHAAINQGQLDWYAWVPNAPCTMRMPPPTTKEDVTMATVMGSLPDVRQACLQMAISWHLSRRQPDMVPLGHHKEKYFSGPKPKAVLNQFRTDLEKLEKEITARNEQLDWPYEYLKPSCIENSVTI
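Purified human 12hLO at 150 nM in 25 mM Hepes, 0.01% Triton X-100, pH 7.0, preincubated 15 min at room temperature with compound. Reaction started with 40 uM arachidonic acid, 30 min at room temperature. Hydroperoxide measured by Fe-xylenol orange, 573/405 nm absorbance ratio.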
Pol beta inh: DNA polymerase beta (human) inhibition | Pol beta primer extension/strand displacement, fluorescence kinetic | P06746 | Potency, µM (doses to about 114 µM), for inactives: top-dose activity change, negative = inhibition, actives largely listed as inhibitors | 1.3% of 340,000 active; further: potency means the concentration at half of the fitted maximal effect; on the % scale 0 is the no-effect control and ±100 the full control effect
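Preincubation: enzyme (10 nM) with compound, 15 min, RT. Reaction: substrate added to 50 nM final. Reads: 0 and 10 min. Analysis: normalized, Hill fit.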
APE1 inh: blocks human APE1 abasic DNA cleavage | recombinant APE1, TAMRA/BHQ-2 abasic DNA cleavage fluorescence | Potency, µM (series often up to 65.8 µM), for inactives: at the top dose activity change, negative = inhibition, most hits filed as inhibitors | 0.35% of 350,000 active;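 further: potency means the concentration at half of the fitted maximal effect; plate controls were vehicle for no effect and reference inhibitor for full effect; nearly all actives have a fitted effect of over 55% in size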
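0.75 nM APE1 + cpd, 15 min RT; start w/ 50 nM TAMRA/BHQ-2 THF-abasic dsDNA; kinetic fluor 525/598 nm ×3 reads @60 s; Δ(read3−read1); normalized to DMSO and NSC13755 control wells.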
Anesthetic bind: candidate novel general anesthetic via apoferritin binding; P02791; apoferritin/1-aminoanthracene competitive binding, fluorescence; Potency, µM (titrated, usually from 77.5 µM), inactives show at the top dose activity change, negative = displacement, most hits filed as inhibitors; 0.074% of 350,000 active; further: potency means the concentration at half of the fitted maximal effect; on the % scale 0 is the no-effect control and ±100 the full control effect; nearly all actives have a fitted effect of over 20% in size
Target sequence (P02791 2-175 limits assumed): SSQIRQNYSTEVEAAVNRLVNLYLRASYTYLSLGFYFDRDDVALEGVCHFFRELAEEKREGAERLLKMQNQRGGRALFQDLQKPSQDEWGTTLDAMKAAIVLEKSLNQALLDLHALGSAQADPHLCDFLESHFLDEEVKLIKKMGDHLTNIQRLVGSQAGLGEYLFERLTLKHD
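In PBS, apoferritin at 10 uM is loaded with 1-AMA from a 50% saturated solution. After 10 min of compound exposure at ambient temperature, reduced 535 nm fluorescence indicates probe displacement.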
POLK inh: blocks human DNA polymerase kappa activity; Q9UBT6; purified Pol kappa, fluorescent DNA synthesis assay, 10 min; Potency, µM (highest dose often 107 µM), without a hit: at the top dose activity, negative = inhibition, most hits filed as inhibitors; 0.53% of 400,000 active; AID 588579; further: potency means the concentration at half of the fitted maximal effect; on the % scale 0 is the no-effect control and ±100 the full control effect
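Readout: fluorescence, taken kinetically at 0 and 10 min. Conditions: 10 nM Pol kappa, 15 min RT compound preincubation, 50 nM substrate final. Controls: enzyme-free buffer wells.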
ERG-DNA inh: inhibitors of human ERG Ets domain-DNA interaction; P11308; fluorescence polarization, His-ERG Ets domain / labelled DNA; Potency, µM (top dose mostly 76.9 µM), for inactives: top-dose FP activity, negative = inhibition, usual class: inhibitors; 0.028% of 370,000 active; active means well fitted inhibition curve with a large enough effect in the polarisation, with a control signal flat; inconclusive means small, poorly fitted or top-dose-only effect, or effect the other way, or a change in a side signal; inactive means no such curve, though single readings can be large or run the other way; the % refers to the polarisation;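 further: polarization taken with two DNA probes labelled with fluorescein and Texas red; potency means the concentration at half of the fitted maximal effect; % of control where 0% means no effect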
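His-tagged ERG Ets domain (1 uM in the protein solution; 300mM KCl, 50mM Tris-HCl, 1mM EDTA, 1mM DTT, pH 7.5) received compound, then a probe mix of 5 nM fluorescein-DNA and 100nM Texas-615-DNA. Fluorescence polarization was read for both dyes.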
TRHR agonist: agonists of human TRH receptor; P34981; TRHR cells, calcium flux fluo-8, FDSS agonist mode; activation, % at 2 µM; 0.18% of 360,000 active; AID 493084; in the data active means activation above about 30%; further: 0% is about no effect
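TRHR-expressing cells loaded with fluo-8 calcium dye; 23 nL library compound pin-transferred, kinetic FDSS fluorescence (Ex 480/Em 530) recorded about 180 s for agonist-induced calcium release, before a 10 nM TRH EC20 addition for potentiator mode.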
POLI inh: DNA polymerase iota (human) inhibition | Pol iota fluorescent replication assay, 10 min | Potency, µM (highest dose often 115 µM), inactives show top-dose activity, negative = inhibition, most hits filed as inhibitors | 1% of 390,000 active | AID 588590; further: potency means the concentration at half of the fitted maximal effect
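Fluorescent replication assay read twice, at 0 min and 10 min after adding 50 nM (final) substrate. Enzyme (10 nM) and compounds were first incubated 15 min at room temperature; enzyme-free buffer wells were negative controls.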
BLM helicase inh: blocks DNA unwinding by human BLM helicase. recombinant BLM DNA unwinding, fluorescence dequenching. Potency, µM (doses to about 56.1 µM), without a hit: at the highest dose activity change, negative = inhibition, most hits filed as inhibitors. 0.2% of 350,000 active;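 further: potency means the concentration at half of the fitted maximal effect; plate controls were vehicle for no effect and no enzyme for full effect; nearly all actives have a fitted effect of over 35% in size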
An asterisk follows results filed as active; ? = inconclusive; · = no result given; & = joins results of further samples; [ ] = dose if it differs, or a comment. Unless noted, the call rests on the fitted dose curve; in most records, active means well fitted curve in the direction sought with a large enough effect; inconclusive means small, poorly fitted or top-dose-only effect, or another doubt; inactive means no such curve, though single readings can be large; an effect the other way counts as inactive or inconclusive. Some of the compounds tested. The share of hits here may be higher or lower than overall.

SMILES	12-LOX inh	Pol beta inh	APE1 inh	Anesthetic bind	POLK inh	ERG-DNA inh	TRHR agonist	POLI inh	BLM helicase inh
O=C(Cc1ccccc1)N1CCN(CC2CC3C=CC2C3)CC1 (stereo unspecified)	?	13%	-4%	-2%	9%	-11%	0.1	-10%	3%
Clc1ccccc1C1NCc2ccccc2-n2cccc21 (stereo unspecified)	?	20%	-2%	-6%	-2%	-11%	-0.4	-19%	-4%
Cn1c(=O)oc2cc(S(=O)(=O)N3CCCC(C(=O)N4CCN(c5cccc(Cl)c5)CC4)C3)ccc21 (stereo unspecified)	-7%	38%	·	-7%	-15%	-12%	-0.2	48%[activator]	-7%
CN1C[C@H](C(=O)N[C@@]2(C)O[C@@]3(O)C4CCCN4C(=O)C(Cc4ccccc4)N3C2=O)C[C@H]2c3cccc4[nH]cc(c34)C[C@H]21 (stereo partly specified)	·	·	-1%	-2%	-11%[60.1 µM]	·	·	·	-1%
COc1ccc(-c2nc(CN3C(=O)CN=C(c4ccccc4)c4ccccc43)c(C)o2)cc1OC	3%	-3%	·	-10%	-22%	-1%	-0.7	22%	-3%
FC(F)(F)c1cccc(N2CCNCC2)c1	·	17%	5%&9%&1%	-21%&1%&-1%	4%[19.4 µM]	·	0.4	·	3%&-2%
Cc1ccccc1-n1c(/C=C/c2ccc(N(C)C)cc2)nc2ccccc2c1=O	-8%	-3%	·	147%[activator]	-14%	3%	93*	5%	-10%
CCOC(=O)C(C)Oc1cc(C)cc2oc(=O)c3c(c12)CCCC3 (stereo unspecified)	-13%	-10%	-3%	?	2%	-1%	-1.1	-10%	-10%
CN1C(=O)C(=Cc2ccccc2OS(=O)(=O)c2ccccc2)C(=O)N(C)C1=O	?	3%	-7%	-11%	-21%	0%	-0.1	?	-3%
COc1cc2c3c(c1OC)Oc1ccc(cc1)C[C@H]1c4c(cc(OC)c(OC)c4Oc4ccc(cc4)C[C@@H]3N(C)CC2)CCN1C	-23%	·	9%	·	7%	10%	·	35%[activator]	·
CCCCCC1(C(C)C)C(=O)NC(=S)NC1=O	-5%	·	·	·	-8%	1%	·	24%	·
Cc1ccc(C2=CCNCC2)cc1	-12%	0%	2%	-6%	-4%	6%	0.9	89%[activator]	-9%

Reprinted at random: three records from the list, in no set order.
SMILES	12-LOX inh	Pol beta inh	APE1 inh	Anesthetic bind	POLK inh	ERG-DNA inh	TRHR agonist	POLI inh	BLM helicase inh
Cc1ccccc1-n1c(/C=C/c2ccc(N(C)C)cc2)nc2ccccc2c1=O	-8%	-3%	·	147%[activator]	-14%	3%	93*	5%	-10%
Clc1ccccc1C1NCc2ccccc2-n2cccc21 (stereo unspecified)	?	20%	-2%	-6%	-2%	-11%	-0.4	-19%	-4%
Cn1c(=O)oc2cc(S(=O)(=O)N3CCCC(C(=O)N4CCN(c5cccc(Cl)c5)CC4)C3)ccc21 (stereo unspecified)	-7%	38%	·	-7%	-15%	-12%	-0.2	48%[activator]	-7%

Further entries follow.
SMILES	12-LOX inh	Pol beta inh	APE1 inh	Anesthetic bind	POLK inh	ERG-DNA inh	TRHR agonist	POLI inh	BLM helicase inh
Cc1c(OC(=O)N(C)C)ccc2c1O/C(=C\c1ccco1)C2=O	?	50µM*	-20%	-8%	-2%	15%	1.4	12%	-2%
C[C@]12CCC3C(CC[C@H]4C[C@H](O)CC[C@]34C)C1C[C@@H](O)[C@@H]2O (stereo partly specified)	-2%	·	23%	·	-8%	8%	·	-18%	·
C/C=C(\C)C(=O)N[C@@H](c1ccccc1)[C@@H](O)C(=O)O[C@H]1C[C@@]2(O)[C@@H](OC(=O)c3ccccc3)C3[C@](C)(C(=O)[C@H](O)C(=C1C)C2(C)C)[C@@H](O)C[C@H]1OC[C@@]31OC(C)=O (stereo partly specified)	6%	11%	43%[activator]	?	8%	-6%	-0.8	5%	-3%
Cc1c(C)c2ccc(OCC(=O)N3C[C@H]4C[C@@H](C3)c3cccc(=O)n3C4)cc2oc1=O	2%	18%	43%	-7%	20%	-2%	0.3	4%	4%
CCc1n[nH]c(=S)n1/N=C/c1c(C)nn(-c2ccccc2)c1Cl	1%	-24%	-8%	-2%	4%	-5%	-0.6	140%[activator]	-9%
CN1/C(=C\C=C\C2=[N+](C)c3ccc4ccccc4c3C2(C)C)C(C)(C)c2ccccc21	·	79µM*	28µM*	?	·	·	-0.7	·	32µM*
Cc1ccc(C2=NCC(=O)N(CC(=O)N3CCCCC3)c3sc(C)c(C)c32)cc1	0%	4%	19%	-22%	0%	-9%	0.6	3%	0%
O=c1[nH]c(=O)n([C@H]2C[C@H](O)[C@@H](CO)O2)cc1/C=C/Br	·	12%[57.1 µM]	18%	·	-1%[19.4 µM]	·	·	?	·
CC1O[C@@H](OC2CC[C@@]3(C=O)C4CC[C@]5(C)C(C6=CC(=O)OC6)CC[C@@]5(O)C4CC[C@]3(O)C2)C(O)C(O)C1O (stereo partly specified)	·	·	1%	-17%	-5%[60.1 µM]	·	·	·	2%
N=c1sc2c(n1Cc1ccccc1)CCCC2	-7%	-19%	3%	-16%	-6%	·	0.4	-21%	-1%
CC(=NCCO)c1c(O)n(C)c(=O)n(C)c1=O	-1%	-1%	11%	-8%	0%	·	0.6	24%	-12%
Cc1c(Cl)cccc1NC(=O)CN1C(=O)C(C)N=C(c2ccccc2)c2ccccc21 (stereo unspecified)	-26%	?	·	-17%	-7%	-6%	0.8	5%	-5%
O=C1CN=C(c2ccccc2)c2oc3ccc(Br)cc3c2N1	?	15%	-4%	-12%	-6%	1%	0.1	5%	0%
CN1C(=O)CN=C(c2ccccc2)c2cc([N+](=O)[O-])ccc21	·	-21%	1%	-5%	-17%[60.1 µM]	·	-0.5	·	-4%&-5%
CCOC(=O)N1CC(C)N(/[N+]([O-])=N/Oc2ccc([N+](=O)[O-])cc2[N+](=O)[O-])CC1C (stereo unspecified)	·	·	2%	-16%	-7%	·	·	?	-5%
Cc1cccc(NC(N)=S)c1	?	50%	-5%	-23%	-7%	·	-0.1	-1%	1%
O=C1C=CC(=O)C2C1C1(Cl)C(Cl)=C(Cl)C2(Cl)C1(Cl)Cl (stereo unspecified)	?	·	·	·	-11%	-1%	·	7%	·
CC(=O)N1N=C2C3CCN(CC3)C2C1c1cccc2ccccc12 (stereo unspecified)	41%[activator]	10%	0%	7%	-19%	2%	-1.5	31%[activator]	-7%
C[C@]12N[C@@H](Cc3ccccc31)c1ccccc12	271%[activator]	·	-4%	2%&-7%[29.3 µM]	-5%[19.4 µM]	·	·	·	-1%
COC(=O)C1=C(c2cccc(OCc3ccccc3)c2)C[C@@H]2CC[C@H]1N2C(=O)NNCc1ccccc1	3%	·	-14%	·	-10%	1%	0.9	3%	·
COc1cccc(CNC(=O)CCC(=O)N2C[C@H]3C[C@H](C2)c2cccc(=O)n2C3)c1OC	-24%	-10%	-4%	-3%	-18%	5%	0.2	19%	0%
CCOc1ccc(NC(=O)CCNC(=O)N2C[C@H]3C[C@@H](C2)c2cccc(=O)n2C3)cc1	29%	1%	7%	-7%	-8%	0%	0.4	-1%	-1%
CNCCc1ccc(O)c(O)c1	?	0%[57.1 µM]	1%&14%	·	?	?	·	89µM*	·
CCCCCCN=C(C)c1c(O)n(Cc2ccccc2)c(=O)[nH]c1=O	?	-26%	-2%	?	-4%	-1%	-0.6	22%	0%
CCCCOC(=O)C1=C(N)OC2=C(C(=O)CCC2)[C@]12C(=O)N(C)c1ccccc12	21%	-25%	-8%	-15%	-19%	-4%	0.7	4%	0%
CC(=O)c1cccc(NC(=O)c2noc3c2CSc2ccccc2-3)c1	-17%	5%	·	-11%	8%	1%	-0.3	51%[activator]	-5%
COc1ccc(NC2=NC(C)(C)CS2)cc1	0%	9%	6%	?	-11%	1%	0.5	56%[activator]	-5%
Cc1cc(OCc2nn[nH]n2)c2c3c(c(=O)oc2c1)CCCC3	0%	9%	12%	-8%	-19%	-17%	0.4	11%	-2%
Cc1ccc(OCC(=O)N2CCN(Cc3ccc4c(c3)OCO4)CC2)cc1C	-19%	0%	-6%	-11%	2%	0%	-0.4	-2%	-4%
NC[C@H](CS(=O)(=O)O)c1ccc(Cl)cc1	0%	·	?	·	-8%[19.4 µM]	·	·	·	-3%
O=c1c(C=Nc2cccnc2Cl)c(O)n(CCCCl)c(=O)n1C1CCCCC1	-25%	-4%	-6%	6%	-12%	19%	3.2	30%[activator]	-1%
Cc1nonc1-c1nc(-c2nonc2N)n[nH]1	-5%	21%	1%	-7%	10%	5%	0.8	?	0%
S=c1[nH]c2cc(Br)cnc2[nH]1	40µM*	-8%	-6%	-1%	-8%	-2%	-0.4	187%[activator]	-13%
C[C@]12CCC(=O)C=C1CC[C@@H]1[C@@H]2CC[C@]2(C)C(=O)CC[C@@H]12	10%&0%	2%	3%&-3%&2%&2%&-7%	-5%&-11%	-7%	-4%	-0.1	52%[activator]	-8%&4%
NC(=O)C1(N2CCCCC2)CCN(Cc2ccccc2)CC1	12%	-8%	-1%	-4%	-6%	·	-0.1	-6%	1%
COc1ccc(CCNCc2ccsc2)cc1OC	7%	2%	-11%	-2%	-8%	7%	-1.7	9%	0%
COc1cc2c(cc1OC)[C@@H]1C(=O)c3ccc4oc(C(C)C)cc4c3OC1CO2 (stereo partly specified)	·	·	?	-20%	-10%[60.1 µM]	·	·	·	-7%
Cn1c(O)c(C=Nc2ccc(F)cc2)c(=O)[nH]c1=O	-7%	9%	19%	0%	-6%	-6%	0.0	-10%	-1%
COc1ccc(OCC#CCN2CCCCCC2)cc1	-23%	22%	-2%	-5%	5%	-6%	-0.9	43%[activator]	-9%
COC(=O)C1=C(c2ccc(C(C)=O)cc2)C[C@@H]2CC[C@H]1N2C(=O)NCc1ccc2c(c1)OCO2	0%	·	20%	·	12%	6%	-0.4	0%	·
